# KDM5B inhibitor – inhibitors of human KDM5B histone demethylase | Potency, µM (titrated, usually from 57.7 µM), for inactives: at the highest dose activity change, negative = inhibition, most hits filed as inhibitors | Q9UGL1 | AID 1347165 | KDM5B demethylase, FDH-coupled NADH fluorescence (FDH is formaldehyde dehydrogenase) | actives 2.6% (n = 220,000); active means well fitted inhibition curve with a large enough effect; inconclusive means small, poorly fitted or top-dose-only effect; inactive means no such curve, though single readings can be large or run the other way; further: 0% is about no effect; nearly all actives have a fitted effect of over 70% in size
# Target sequence (Q9UGL1 whole entry, looked up): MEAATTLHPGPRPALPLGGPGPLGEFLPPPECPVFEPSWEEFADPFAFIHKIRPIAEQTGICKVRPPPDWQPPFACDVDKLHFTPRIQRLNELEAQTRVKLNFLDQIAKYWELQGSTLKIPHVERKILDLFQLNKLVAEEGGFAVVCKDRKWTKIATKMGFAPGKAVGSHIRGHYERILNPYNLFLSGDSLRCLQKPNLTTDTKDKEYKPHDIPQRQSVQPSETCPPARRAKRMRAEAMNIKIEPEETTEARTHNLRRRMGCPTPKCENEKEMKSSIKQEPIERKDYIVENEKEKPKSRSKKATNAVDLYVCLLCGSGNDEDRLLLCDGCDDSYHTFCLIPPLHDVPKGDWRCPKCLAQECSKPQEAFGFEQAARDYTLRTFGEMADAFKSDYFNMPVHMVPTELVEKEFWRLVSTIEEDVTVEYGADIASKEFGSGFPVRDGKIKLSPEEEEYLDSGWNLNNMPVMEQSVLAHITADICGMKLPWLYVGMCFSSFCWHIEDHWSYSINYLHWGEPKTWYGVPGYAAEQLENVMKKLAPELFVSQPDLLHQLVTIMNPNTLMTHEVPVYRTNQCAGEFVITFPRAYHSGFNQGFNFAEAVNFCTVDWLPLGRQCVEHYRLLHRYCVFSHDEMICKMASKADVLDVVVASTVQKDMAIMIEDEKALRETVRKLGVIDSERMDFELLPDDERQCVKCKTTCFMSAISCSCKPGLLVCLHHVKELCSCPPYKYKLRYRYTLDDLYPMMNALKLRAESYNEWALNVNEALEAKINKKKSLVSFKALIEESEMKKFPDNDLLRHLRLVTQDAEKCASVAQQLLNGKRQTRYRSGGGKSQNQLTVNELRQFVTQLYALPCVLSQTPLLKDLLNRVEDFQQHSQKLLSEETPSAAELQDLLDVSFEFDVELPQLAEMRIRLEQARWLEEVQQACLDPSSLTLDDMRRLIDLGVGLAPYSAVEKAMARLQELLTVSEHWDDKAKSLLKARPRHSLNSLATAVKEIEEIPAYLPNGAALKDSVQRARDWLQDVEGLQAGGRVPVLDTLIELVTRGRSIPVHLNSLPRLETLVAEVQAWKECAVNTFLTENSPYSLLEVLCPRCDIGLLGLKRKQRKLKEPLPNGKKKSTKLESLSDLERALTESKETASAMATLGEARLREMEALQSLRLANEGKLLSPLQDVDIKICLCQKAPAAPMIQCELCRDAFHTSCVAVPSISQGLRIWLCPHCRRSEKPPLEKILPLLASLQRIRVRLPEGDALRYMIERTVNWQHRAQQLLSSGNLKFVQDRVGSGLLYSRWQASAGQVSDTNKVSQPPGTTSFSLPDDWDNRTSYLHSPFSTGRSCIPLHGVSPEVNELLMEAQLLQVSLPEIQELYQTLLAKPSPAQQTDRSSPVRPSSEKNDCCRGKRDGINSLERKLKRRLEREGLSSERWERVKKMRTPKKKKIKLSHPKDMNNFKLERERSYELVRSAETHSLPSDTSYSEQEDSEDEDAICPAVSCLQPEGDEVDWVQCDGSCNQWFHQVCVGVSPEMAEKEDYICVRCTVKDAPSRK
#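 Measured: NADH fluorescence change, 30 min, RT. System: KDM5BΔAP 200 nM final, H3K4me3 peptide, α-KG, Fe(II), ascorbate, NAD⁺ plus FDH, pH 7.5 HEPES. Compounds: titrated, 10 min pre-incubation with enzyme.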
# Active calls of the source: *; i = inactive; ? = inconclusive; [ ] = another dose, or the depositor's remark. Potency means the concentration at half of the fitted maximal effect. The list is partial; rates above refer to the full screens.
SMILES,KDM5B inhibitor
COc1ccc(-c2ccc3c(c2)C(=O)N2C[C@@H](NS(=O)(=O)c4ccc(F)cc4)C[C@H]2C(=O)N3)cc1,?
CCOC(=O)c1ccc(NC(=O)C2=C(C)Nc3nc(SCc4ccc(Cl)cc4)nn3C2c2ccc(OC)cc2)cc1 (centres undefined),-3.7%
COC(=O)Cn1c(CN2CCN(c3ccc(OC)cc3)CC2)nc2c1c(=O)[nH]c(=O)n2C,-29.0%
O=C1CC(c2ccccc2)N(C(=O)C2CC2)CCCCCCN1 (centres undefined),0.1%
O=C(CSc1nc2ccccc2nc1N1CCCC1)N1CCN(c2ccc(Cl)cc2)CC1,?
Cc1ccc(Nc2c(-c3cc(Br)ccc3F)nc3cc(C)ccn23)cc1,?
CCCNC(=O)CNC(=O)c1cc2ccc(OC)cc2nc1C,5.7%
CC1CN(Cc2coc(-c3cccc(F)c3)n2)CCO1 (centres undefined),10.4%
CC(=O)N1N=C(c2c(-c3ccccc3)c3cc(Cl)ccc3n(C)c2=O)CC1c1ccco1 (centres undefined),?
Cc1ccc(S(=O)(=O)CCC(=O)OCC(=O)NC2CCCC2)cc1,18.7%
CC(Sc1nc2ccccc2c(=O)n1CCCO)c1nnc(-c2ccccc2)o1 (centres undefined),24.4%
CCOc1ccc(-n2c(=O)c3c(C)c(C)sc3n(Cc3ccc(C(C)(C)C)cc3)c2=O)cc1,-26.5%
COc1ccc(/C=C/c2nc(C#N)c(N3CCC(C)CC3)o2)cc1OC,?
CNC(=S)NNc1nc(-c2ccccc2)c2cc(Cl)ccc2n1,-13.8%
CCCOc1ccc(CNC(=O)CN2CC3CC(C2)[C@H]2CCCC(=O)N2C3)cc1 (some centres undefined),4.9%
CSc1ccccc1NC(=O)c1ccc2ccccc2c1,-10.0%
COc1ccc(CNC(=O)CSc2nnc(C)n2C2CC2)cc1,16.7%
CC(=O)N1c2c(cc(Br)cc2S(=O)(=O)N2CCCCC2)CC1C (centres undefined),-2.8%
Cn1ncc(N2CCC(C(=O)Nc3ccccc3CCc3ccccn3)C2)cc1=O (centres undefined),?
O=C(NCC1CCN(c2cc(-c3ccc(F)cc3)[nH]n2)CC1)c1ccc[nH]1,-21.3%
Cc1cccc(CN2CCNc3cc(Nc4cccnc4)ncc3C2)c1,?
O=C(Cn1nc2c(cc1=O)CCCC2)NCCn1ccc2c(Cl)cccc21,-9.4%
Cc1ccccc1-c1nc2cc(NC(=O)C(C)C)ccc2o1,?
COc1cccc(CNCCCSc2nnnn2C)c1,-17.9%
CC1(C(=O)Nc2ccc(F)cc2)CN(Cc2ccccc2)Cc2ccc(N3CCOCC3)nc21 (centres undefined),31.6µM*
CCOC(=O)CCN(C(=O)CCc1c(C)c2ccc(OC)cc2oc1=O)C1CC1,?
CN(C)c1ccc(CN2CC[C@H](c3nc4c(C(N)=O)cccc4[nH]3)C2)cc1,?
CCC(=O)N1CCN(c2nc3c(s2)CN(C(=O)CC)CC3)CC1,?
O=C(c1ccc2cc[nH]c2c1)N1CCC2(CC1)N=C(c1ccccc1)NO2,?
O=C(CCCc1nc2ccccc2o1)NCc1ccc(F)cc1,10.4%

# Some of the entries so far, with tabs.
smiles	KDM5B inhibitor
Cn1ncc(N2CCC(C(=O)Nc3ccccc3CCc3ccccn3)C2)cc1=O (centres undefined)	?
O=C(NCC1CCN(c2cc(-c3ccc(F)cc3)[nH]n2)CC1)c1ccc[nH]1	-21.3%

# Continuation.
SMILES,KDM5B inhibitor
Cc1cccc(NC(=O)N2CCCCC2c2noc(COCC3CC3)n2)c1 (centres undefined),21.2%
Cc1ccc(-c2nn(CC(C#N)CCC#N)c(=O)c3ccccc23)cc1 (centres undefined),16.0%
COc1ccc(NC(=O)Nc2cccc(-c3ccc(N4CCOCC4)nn3)c2)cc1,-16.4%
CCOc1ccc(CCNC(=O)COC(=O)c2ccc(C)c([N+](=O)[O-])c2)cc1OCC,-5.9%
COc1cccc(-c2cc(C(=O)Nc3ccc(C)cc3)[nH]n2)c1,-24.8%
Cc1cccc(N(CC(=O)NC2CC2)S(=O)(=O)c2ccc(Cl)cc2)c1,11.8%
CC(NC(=O)c1ccc(-c2ccc(F)cc2)o1)c1ccccc1 (centres undefined),?
CN1C(=O)c2ccccc2Sc2ccc(NC(=O)Cc3c(F)cccc3Cl)cc21,7.8%
Cc1c(C)n(Cc2cccnc2)c2ncnc(NCc3cccnc3)c12,1.8%
CC(C)(C)c1ccc(C(=O)NCC(c2cccs2)S(=O)(=O)c2cccs2)cc1 (centres undefined),-11.8%
Cc1nn(C)c(C)c1CCNC(=O)Nc1cccc(Cl)c1C,-1.2%
CC(C)CNC(=O)COC(=O)c1cc(Cl)ccc1Cl,11.1%
c1cnc2c(-n3nc(C4CCOCC4)nc3C3CC3)cccc2c1,3.3%
CN(Cc1cccc(C(=O)Nc2cccc(C#N)c2)c1)CC1COCCO1 (centres undefined),-9.6%
Cn1cccc1C(=O)N1CC[C@H](NC(=O)Nc2ccc(F)cc2F)[C@H]1C(=O)N[C@H](Cc1ccccc1)C(N)=O,23.6%

# The final 6 compounds of the part above open the next one.
SMILES,KDM5B inhibitor
CC(C)(C)c1ccc(C(=O)NCC(c2cccs2)S(=O)(=O)c2cccs2)cc1 (centres undefined),-11.8%
Cc1nn(C)c(C)c1CCNC(=O)Nc1cccc(Cl)c1C,-1.2%
CC(C)CNC(=O)COC(=O)c1cc(Cl)ccc1Cl,11.1%
c1cnc2c(-n3nc(C4CCOCC4)nc3C3CC3)cccc2c1,3.3%
CN(Cc1cccc(C(=O)Nc2cccc(C#N)c2)c1)CC1COCCO1 (centres undefined),-9.6%
Cn1cccc1C(=O)N1CC[C@H](NC(=O)Nc2ccc(F)cc2F)[C@H]1C(=O)N[C@H](Cc1ccccc1)C(N)=O,23.6%
CN1C(=O)c2cccc3c(S(=O)(=O)Nc4ccccc4F)ccc1c23,i
NC(=O)/C(=C\c1ccco1)NC(=O)c1ccc(Br)o1,?
O=C(N1CCCCC1)N1CCC(c2nc3ccccc3[nH]2)CC1,-3.5%
COc1cc(-c2cc3c(nc2-c2ccccc2)nc(C(=O)NC2CCN(C)CC2)n3C)ccn1,i
Cc1cccc(-c2ocnc2C(=O)N2C[C@@H](Oc3ccccc3)C[C@H]2C(=O)N2CCCC2)c1,8.2%
CCOc1ccc(NC(=O)c2cc(S(=O)(=O)NC3CCCCCC3)ccc2F)cc1,-9.4%
Cc1cc(C2=NNC(=NC3CC3)SC2)c(C)n1C1CC1,-20.2%
CN(CC(=O)NC(=O)NC1CC1)CC(=O)N(C)C,14.7%
Cc1cccc(CNc2ccccc2C(N)=O)c1,?
CC(=O)c1ccc(NC(=O)[C@@]2(CC(=O)O)CC(c3ccc(C)cc3)=NO2)cc1,-4.8%
CC1=C[C@@H](CNC(=O)c2ccc(C#N)cc2)[C@H](C(C)C)C[C@H]1CC(=O)NCCN(C)C,1.1%[86.2 µM]
Fc1ccc(CN2CCCN(Cc3nnsc3Cl)CC2)cc1,8.1%
Cc1ccc(N2CCN(C(=O)c3cn(C)c4ccc(S(=O)(=O)N(C)C5CCCCC5)cc4c3=O)CC2C)cc1 (centres undefined),-13.1%[11.5 µM]
COCCOC1CCN(S(=O)(=O)c2cccc(OC)c2)CC1,-7.1%
CCN1CCN(C(c2cccc(OC)c2)c2c(O)cc(C)n(Cc3ccco3)c2=O)CC1 (centres undefined),?
Cn1c(-c2ccccc2)c(C(=O)C(=O)NCc2ccccc2)c2ccccc21,5.3%
Cn1nccc1-c1ccc2ncn(-c3ccccc3)c(=O)c2n1,31.6µM*
COc1ccc(-c2cc(C(=O)NCC3CCCO3)c3cc(C)ccc3n2)cc1 (centres undefined),12.1%
O=C(/C=C/C=C/c1cccs1)c1ccc(-c2ccccc2)cc1,8.7%
CCOc1cccc2cc(-c3cc(=O)oc4cc(O)ccc34)c(=O)oc12,-10.7%
CCOc1ccc(C(=O)Nc2ccc(C(=O)N3CCOCC3)cc2)c(OCC)c1,-6.2%
Cc1ccc(C(=O)N2CC(Oc3ccc(F)cc3C)C2)cc1,1.1%[86.2 µM]
O=C(C[C@H]1NC(=O)c2ccccc2NC1=O)NCCc1ccc(O)cc1,?
C#CCNC(=O)c1cc(-c2ccccc2)nc2ccccc12,?
Cc1ccc(CCNS(=O)(=O)c2c(C)nc3sc(C)c(C)n3c2=O)cc1,?
O=C1CSc2ccc(C(=O)Nc3cccc(COC(=O)c4ccc5c(c4)NC(=O)CS5)c3)cc2N1,2.5%
CN(c1ccc(-c2csc(NC3CCCC3)n2)cc1)S(C)(=O)=O,-12.5%
Cc1ccc(C2CC(=O)N(Cc3ccccc3)c3c2c(C)nn3-c2nc(C)cc(C)n2)cc1 (centres undefined),-11.6%
COc1cccc(-c2nc3cc4c(cc3cc2CN2CCOCC2)OCO4)c1OC,-5.5%
Cc1cc(C)cc(-n2nnnc2SCC(=O)N2CCN(CC(=O)N3CCCC3)CC2)c1,10.9%
CCN(CC)C(=O)[C@@H]1CCCN1[C@@H](C(=O)NC)C1CC1,-3.2%[115 µM]
COc1cc2ccccc2cc1C(=O)Nc1nnc(C2CCCCC2)s1,?
CC(c1cccs1)N(C)[S+](=O)([O-])c1cccc(C(F)(F)F)c1 (centres undefined),-0.6%
CC1(C)CC(=O)C=C(C(=O)N2CCCC(N3CCN(c4ccccc4F)CC3)C2)O1 (centres undefined),-16.7%
CC(/C=C/c1ccccc1)=N\NC(=O)c1ccc(C(C)(C)C)cc1,6.3%
Cc1ccc(-c2cc3c(ccn3CC3CCN([S+](C)(=O)[O-])CC3)c(N3CCOCC3)n2)cn1,31.6µM*
CN1CCc2nc(N3CCOCC3)[nH]c(=O)c2CC1,-5.0%
CCOc1ccccc1-n1ccnc(NCc2ccc(F)cc2)c1=O,-18.8%
CC(C)(C)CC(=O)NCCCNC(=O)c1cccc(O)c1,26.0%
Cc1cccc(-n2nc(C)c(CCC(=O)N(C)C(C)C)c2Oc2ccccc2)c1,-11.6%
O=S(=O)(NNc1ccc(F)cc1F)c1cccc(Cl)c1,-12.3%
COc1cccc(CC(=O)N2CCC(CC(=O)NCc3ccccc3)C2)c1 (centres undefined),4.5%
CCC1(C)Cc2ccccc2-c2nc[nH]c(=O)c21 (centres undefined),21.9%
Cc1ccccc1C(=O)N1CCN(c2nc3ncccc3o2)CC1,?
CCOC(=O)c1ccc(-n2c(C)nc3c(cnn3-c3ccc(Cl)cc3)c2=O)cc1,-28.1%
Cc1noc([C@H]2CCN(Cc3cc(F)cc(F)c3)C[C@H]2NC(=O)C2CC2)n1,27.2%
CCCCn1c(=O)[nH]c(=O)c2c1nc(COc1cc(Cl)ccc1Cl)n2CCC,15.1%
COCC(=O)N[C@@H]1CN(Cc2ccc(O)cc2)CC[C@@H]1CO,13.3%
COc1cc(/C=C/c2nc(C#N)c(N(C)C)o2)cc(OC)c1OC,?
COc1ccc(-c2cc3c(ccn3C)c(C(=O)NCCC(N)=O)n2)cc1OC,35.5µM*
N#Cc1nc(/C=C/c2ccc(F)cc2)oc1N1CCCC1,i
Cc1ccc(/C=N/NC(=O)c2ccc(-n3cnnn3)cc2)cc1,?
COC(=O)CN1C(=O)[C@@H]2C[C@@H](O)CN2C2(CN(Cc3ccc(OC)c4ccccc34)C2)C1=O,?
CCc1nc2nc(C)c(Cc3ccc(Cl)cc3)c(=O)n2[nH]1,2.4%
Cc1noc(N)c1C(=O)OC(C)C(=O)NC1CC1 (centres undefined),19.4%
Cc1cc(N2CCC3(CC2)CC(c2ccccc2)C(=O)N(C2CC2)C3)nc(N)n1 (centres undefined),-10.6%
CCc1ccc(NC(=O)C2CCN(c3nn4c(=O)cc(C)nc4s3)CC2)cc1,-9.2%
CC(=O)N1CC2(CCCCN2Cc2cccc(C(N)=O)c2)Cc2ccccc21 (centres undefined),-21.1%[115 µM]
COc1ccc(Cl)cc1NC(=O)C(C)Sc1nc2c(c(=O)[nH]1)CCCC2 (centres undefined),-12.5%
CCC(c1nc(-c2ccc(C)nn2)no1)n1cccn1 (centres undefined),-6.4%

# Next section
SMILES,KDM5B inhibitor
COc1ccc(CN2C(=O)CO[C@H]3CN(c4nccc(C)n4)C[C@H]32)cc1,35.5µM*
COCCC(=O)NCC1Cn2cccc2C(=O)N1Cc1ccccc1 (centres undefined),-21.7%
COc1ccc(-n2c(=O)c3c4c(sc3n(Cc3ccc(C(C)(C)C)cc3)c2=O)CCC4)c(OC)c1,-23.5%
COc1cccc(-c2nc(CSc3ccc4c(c3)OCCCO4)cs2)c1OC,-10.6%
CC(C)(Oc1ccc(Cl)cc1)C(=O)N1CCN(c2ncccn2)CC1,14.5%
CC(C)c1ccccc1NC(=O)CN1C(=O)c2cccc3cccc1c23,?
CCc1ccc(CN2CCc3nc(Nc4ccccc4)ncc3C2)cc1,?
Cc1ccsc1-c1[nH]nc2ncc(-c3cccc(F)c3)nc12,7.3%[86.2 µM]
Cc1ccc2nc(-c3ccncc3)c(Nc3ccc(C(C)C)cc3)n2c1,-9.9%
COc1ccc(-c2noc(CSc3nnc(C)n3-c3cccc(C)c3)n2)cc1,-65.4%
CCOC(=O)c1c(C)c(C(=O)NCCc2ccc(OC)cc2)c(C)n1C,-0.3%
Cc1ccccc1OCC(=O)Nc1ccc(S(=O)(=O)Nc2ncccn2)cc1,-11.3%
O=C(Nc1cccc(F)c1)N1CCc2c(c3ccccc3n2CC2CC2)C1,22.4µM*
O[C@@H]1C[C@@H](c2nc(-c3ccncc3)no2)N(C2CCCCC2)C1,?
C#CCN1CCC(C(=O)NCCN2CCC(C)CC2)CC1,16.4%
Cc1cccc(Nc2nc3c(c(=O)[nH]c(=O)n3C)n2CC(=O)O)c1C,3.1%
CC(C)CN(Cc1cccnc1)C1CN(C(=O)NCc2ccc(F)cc2)C1,8.3%

# Ordered by the number under KDM5B inhibitor (largest number first): 3 of the compounds above
SMILES,KDM5B inhibitor
C#CCN1CCC(C(=O)NCCN2CCC(C)CC2)CC1,16.4%
Cc1cccc(Nc2nc3c(c(=O)[nH]c(=O)n3C)n2CC(=O)O)c1C,3.1%
Cc1ccccc1OCC(=O)Nc1ccc(S(=O)(=O)Nc2ncccn2)cc1,-11.3%

# High-throughput results deposited in PubChem BioAssay by National Center for Advancing Translational Sciences (NCATS).
